# PABP1 MLLE inh: inhibitors of PABP1 MLLE–PAM2 peptide binding, primary screen, biochemical, fluorescence polarization, FITC-PAM2, GST-MLLE. inhibition, % at 20 µM. actives 0.36% (n = 360,000); in the data active = inhibition above about 35%, passing the limit was not always enough;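 note: plate controls were DMSO wells with GST-MLLE for no effect and wells lacking GST-MLLE protein for full effect; some results filed as inactive read as strong as hits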
# NRP1-CendR mod: modulators of CendR peptide binding to NRP-1, primary screen, biochemical, fluorescence polarization, uHTS; Neuropilin-1 (Homo sapiens), O14786; FAM-RPARPAR peptide binding to NRP-1; inhibition, % at 25 µM; actives 0.85% (n = 360,000);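 active = inhibition or corrected inhibition above about 18%, plus a signal ratio from 0.5 to 1.5, limit read from the data, passing the limit was not always enough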; note: strong numbers were not always called active
# FAS TE block: FAS thioesterase domain inhibitors, primary screen, biochemical, fluorescence intensity, uHTS; Fatty acid synthase (Homo sapiens), P49327; recombinant FAS-TE, OMFH fluorogenic substrate, fluorescence endpoint; inhibition, % at 15 µM; actives 0.67% (n = 360,000); AID 602261, 2012;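 active = compounds whose normalised, plate-corrected inhibition of enzyme fluorescence in the single-dose primary screen is 50% or more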;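 note: 0% = DMSO with enzyme and 100% = substrate without enzyme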
# Rin1-Abl PPI inh: inhibitors of Rin1-Abl protein binding, primary screen, biochemical, TR-FRET; inhibition, % at 7.35 µM; actives 0.4% (n = 360,000); Tyrosine-protein kinase ABL1 (Homo sapiens) + Ras and Rab interactor 1 (Homo sapiens), …; AID 588664, 2011; in the data active = inhibition above about 5%, passing the limit was not always enough
# MsrA act: bovine MsrA enzyme activators, primary screen, biochemical, absorbance, HTS. purified bovine MsrA, absorbance read-out. actives 0.3% (n = 360,000). activation, % at 10.6 µM. Methionine sulfoxide reductase A (Bos taurus); in the data active = activation above about 7.5%;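 note: 0% = vehicle and 100% = reference activator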
# Neddyl block: inhibitors of cullin neddylation, primary screen, biochemical, TR-FRET, uHTS, NAE and Ubc12 | NEDD8-conjugating enzyme Ubc12 (Homo sapiens) + NEDD8-activating enzyme E1 regulatory … | calls only at 25 µM | actives 0.58% (n = 360,000) | AID 651699, 2012; in the data active = inhibition above about 36%
# SKN-1 block: suppressors of acrylamide-induced Pgst-4::GFP reporter in worms, primary screen, SKN-1 inhibitor project, whole organism, uHTS, GFP/RFP fluorescence ratio, strain VP596. C. elegans VP596 Pgst-4::GFP/RFP ratio, 24 h. inhibition, % at 21.8 µM. actives 0.49% (n = 360,000). AID 624304, 2012;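 active = interference check ratio from 0.5 to 1.5 plus GFP to RFP signal ratio inhibition reaching or exceeding a fixed threshold, cut at about 30% in these data, passing the limit was not always enough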; note: some compounds called inactive have numbers as strong as hits
# E coli Lon inh: inhibitors of E. coli Lon protease, primary screen, biochemical, fluorescence polarization; AID 602123, 2011; purified E. coli Lon protease; P0A9M0; inhibition, % at 7.94 µM; actives 0.42% (n = 360,000); in the data active = inhibition above about 13%, passing the limit was not always enough;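 note: 0% = enzyme with probe and DMSO and 100% = no enzyme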
# MT1-MMP act inh: blockers of MT1-MMP proenzyme processing, primary screen, HT1080 RFP-PRO-GFP cells, GFP/RFP fluorescence; Matrix metalloproteinase-14 (Homo sapiens), P50281; GFP/RFP ratio fluorescence, overnight; percent of plate control window, DMSO zero; GFP/RFP ratio change, % at 20 µM; actives 0.061% (n = 360,000); AID 651647, 2012;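 active = GFP/RFP ratio change of at least 30% with cell ATP level not reduced by more than half and red fluorescence within 50% of control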; note: strong numbers were not always called active
#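 Assay system: HT1080 RFP-PRO-GFP cells | Dosing: 20 µM single dose, 1% DMSO | Incubation: Cells overnight before dosing, compound overnight, 37 °C, 5% CO2 | Evaluation: GFP/RFP fluorescence ratio | Control set: DMSO-only wells and HT1080 RFP-L50D-GFP cell wells as references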
# Numbers without * were called inactive; i = inactive; x = not tested or not shown.
No.	Molecule	E coli Lon inh	SKN-1 block	PABP1 MLLE inh	MT1-MMP act inh	Neddyl block	FAS TE block	MsrA act	NRP1-CendR mod	Rin1-Abl PPI inh
1	Cc1ccc(C(=O)C2=C(O)C(=O)N(Cc3cccnc3)C2c2ccc(Br)cc2)o1 (configuration not stated)	-10	-3	6	-2	i	30	-2	-8	-1
2	O=C(Cc1sc(-c2ccccc2)nc1-c1ccccc1)Nc1ccc(Cl)cc1	-1	-9	10	10	i	28	-10	3	-1
3	COc1ccc(N(C(=O)CCl)C(C(=O)NCCc2ccccc2)c2cccs2)cc1Cl (configuration not stated)	1	4	7	-25	i	64*	-1	-18	6
4	CC(C)C[C@H](NC(=O)Nc1ccc(S(N)(=O)=O)cc1)C(=O)O	-1	1	-1	3	i	-9	-7	9	0
5	CC(=N/O)/C(C)=N\NC(=O)c1ccccn1	-4	-3	7	2	i	-3	-2	2	1
6	COc1cc(C)ccc1OCc1cc(C(=O)NC(c2ccccn2)C(F)(F)F)no1 (configuration not stated)	0	-5	-12	-13	i	31	-6	-5	0
7	NC1(C(=O)O)CCCCC1c1ccccc1 (configuration not stated)	-2	-1	13	-2	i	-8	-3	16	3
8	CCOC(=O)N1CCN(Cc2nc3c(c(=O)n(C)c(=O)n3C)n2Cc2ccccc2C)CC1	1	-15	5	0	i	1	-4	-14	5
9	C=CCNCCOc1ccccc1-c1ccccc1	3	5	18	8	i	-9	-2	0	1
10	COc1cc2c(cc1OC)CN(C(=O)c1ccc(Cl)c(S(=O)(=O)N3CCCC3)c1)CC2	-7	8	4	1	i	6	-3	17	3
11	CN1CCN(C(=S)Nc2cccc(Cl)c2)CC1	-12	-4	-16	1	i	-15	-4	6	0
12	CCOC(=O)C1CCN(C(=O)COc2ccc(C(=O)c3ccccc3)cc2)CC1	-13	-2	5	5	i	0	2	-1	1
13	COC(=O)CCCNC(=O)c1ccc(OC2CCN(CCc3ccccc3)CC2)cc1	3	-1	-4	3	i	-2	-2	-2	-1
14	Cc1csc(SCC(=O)NC(=O)NC(C)(C)C)n1	4	8	15	1	i	0	-2	13	-1
15	COc1cc(NC(=O)c2cc([N+](=O)[O-])ccc2Br)ccc1NC(=O)c1ccco1	-4	6	4	-6	i	28	-5	3	3
16	Cc1c(C)n(CCc2ccccc2)c2ncnc(NCCO)c12	-7	15	-1	0	i	-4	10.0*	6	1
17	COc1ccc(CC2(CO)CCN(S(=O)(=O)c3c(C)nn(C)c3C)CC2)cc1	-4	-13	17	3	i	-4	-8	12	-1
18	O=C(Cc1ccccc1[N+](=O)[O-])NC1CCN(Cc2ccccc2)CC1	-5	4	2	3	i	-3	1	14	1
19	CCOC(=O)c1ccc(CNC(=O)CCC(=O)O)cc1	10	20	-12	-3	i	-2	-1	-9	4
20	Cc1ccc2c(C)c(C(=O)Nc3cccnc3)oc2c1	-8	-15	-2	-3	i	-9	-7	-2	1
21	O=C(OCc1cccc([N+](=O)[O-])c1)c1cnccn1	-4	2	-1	2	i	-5	-5	10	-1
22	Fc1ccccc1-c1nc(-c2ccc(Cl)cc2)no1	-5	36*	5	-8	i	6	-6	5	-2
23	CCn1ncc(/C=N/NC(=O)c2cc(Cl)ccc2OC)c1C	-5	-10	-1	-3	i	-6	-2	4	1
24	COc1cc(/C=C/CNC[C@H]2O[C@@H](n3cnc4c(=O)[nH]c(N)nc43)[C@H](O)[C@@H]2O)ccc1O	-4	6	-3	0	i	-8	-2	2	4

# Records 10 through 22 of the list above:
No.	Molecule	E coli Lon inh	SKN-1 block	PABP1 MLLE inh	MT1-MMP act inh	Neddyl block	FAS TE block	MsrA act	NRP1-CendR mod	Rin1-Abl PPI inh
10	COc1cc2c(cc1OC)CN(C(=O)c1ccc(Cl)c(S(=O)(=O)N3CCCC3)c1)CC2	-7	8	4	1	i	6	-3	17	3
11	CN1CCN(C(=S)Nc2cccc(Cl)c2)CC1	-12	-4	-16	1	i	-15	-4	6	0
12	CCOC(=O)C1CCN(C(=O)COc2ccc(C(=O)c3ccccc3)cc2)CC1	-13	-2	5	5	i	0	2	-1	1
13	COC(=O)CCCNC(=O)c1ccc(OC2CCN(CCc3ccccc3)CC2)cc1	3	-1	-4	3	i	-2	-2	-2	-1
14	Cc1csc(SCC(=O)NC(=O)NC(C)(C)C)n1	4	8	15	1	i	0	-2	13	-1
15	COc1cc(NC(=O)c2cc([N+](=O)[O-])ccc2Br)ccc1NC(=O)c1ccco1	-4	6	4	-6	i	28	-5	3	3
16	Cc1c(C)n(CCc2ccccc2)c2ncnc(NCCO)c12	-7	15	-1	0	i	-4	10.0*	6	1
17	COc1ccc(CC2(CO)CCN(S(=O)(=O)c3c(C)nn(C)c3C)CC2)cc1	-4	-13	17	3	i	-4	-8	12	-1
18	O=C(Cc1ccccc1[N+](=O)[O-])NC1CCN(Cc2ccccc2)CC1	-5	4	2	3	i	-3	1	14	1
19	CCOC(=O)c1ccc(CNC(=O)CCC(=O)O)cc1	10	20	-12	-3	i	-2	-1	-9	4
20	Cc1ccc2c(C)c(C(=O)Nc3cccnc3)oc2c1	-8	-15	-2	-3	i	-9	-7	-2	1
21	O=C(OCc1cccc([N+](=O)[O-])c1)c1cnccn1	-4	2	-1	2	i	-5	-5	10	-1
22	Fc1ccccc1-c1nc(-c2ccc(Cl)cc2)no1	-5	36*	5	-8	i	6	-6	5	-2

# Additional compounds:
No.	Molecule	E coli Lon inh	SKN-1 block	PABP1 MLLE inh	MT1-MMP act inh	Neddyl block	FAS TE block	MsrA act	NRP1-CendR mod	Rin1-Abl PPI inh
25	C[C@H](CO)N1C[C@H](C)[C@@H](CN(C)C(=O)Nc2ccccc2)Oc2ccc(NC(=O)C3CCCCC3)cc2C1=O	-7	4	0	0	i	-7	-1	3	4
26	COc1ccc(-c2nn(CC(=O)Nc3ccc(Cl)c(Cl)c3)c(=O)c3ccccc23)cc1	-10	39*	19	0	i	34	-6	-31	5
27	CCOc1ccc(NC(=O)Cn2nnc(C(=O)NCc3ccc4c(c3)OCO4)c2N)cc1	-2	9	-15	0	i	-9	-3	-3	0
28	CCc1nc2ccc(C(=O)NCc3ccccc3OC)cn2c1N(C)Cc1ccc(OC)cc1	-7	-15	5	-2	i	14	-1	-7	-5
29	O=C(O)CCC(=O)N1CCN(c2nc(-c3ccccc3)c3cc(Br)ccc3n2)CC1	-1	-5	-6	9	i	-8	-4	-6	-11
30	COc1ccc(C(CNC(=O)c2ccc3c(c2)OCCO3)N(C)C)cc1 (configuration not stated)	6	6	12	1	i	-3	-2	14	1
31	O=C(NC1CCCCC1)C(=O)c1c(-c2ccccc2)[nH]c2ccccc12	-2	-2	-14	-1	i	0	-1	-3	-1
32	O=C(COC(=O)CN1C(=O)NC2(CCCC2)C1=O)Nc1ccc(C(F)(F)F)cc1[N+](=O)[O-]	-10	-5	-4	-1	i	-3	-1	10	1
33	CC(=O)Nc1ccc(S(=O)(=O)N(Cc2cccnc2)Cc2cc3ccc(C)cc3[nH]c2=O)cc1	-8	4	-10	-3	i	-3	-2	-4	3
34	CCCN1C(=O)SC(CC(=O)Nc2cccc3ccccc23)C1=O (configuration not stated)	-5	-16	25	7	i	-3	-4	3	-2
35	COc1nc(N2CCOCC2)nc(-n2cccc2)n1	-29	11	1	-1	i	-6	0	-10	-2
36	COC(=O)c1cc(NC(=O)CSc2nc(C)cc(=O)[nH]2)cc(C(=O)OC)c1	-6	-4	10	2	i	-7	-3	-8	0
37	Cc1ccc(C(=O)OCC(=O)NCc2ccco2)cc1C	-5	-5	15	-4	i	-8	-2	7	2
38	Cc1nc(N2CCN(C(=O)c3ccco3)CC2)[nH]c(=O)c1C	-7	6	-13	-4	i	-6	-3	-4	0
39	Cc1cccc(-c2cc(C(=O)Nc3ccncc3)c3ccccc3n2)c1	4	10	-10	1	i	12	5	-4	2
40	CCCn1c(N)c(N(CCOC)C(=O)c2cccc(Cl)c2)c(=O)[nH]c1=O	-2	11	0	-1	i	-6	-1	0	2
41	O=C(NCCc1cccs1)c1ccc(Cl)c(Cl)c1	5	-12	2	-3	i	26	1	-5	1
42	CCc1nnc(NC(=O)CSc2ccc(-c3nc4ccc(C)cc4[nH]3)cn2)s1	-7	-4	-6	8	i	-6	-3	7	-2
43	COc1ccccc1Cn1nnc2c(=O)[nH]c(C3CCN(C(=O)c4ccccc4Cl)CC3)nc21	-9	14	8	0	i	1	3	-6	1
44	COc1ccc(S(=O)(=O)N2CCCC(C(=O)NCc3ccccc3)C2)cc1 (configuration not stated)	2	-2	3	-6	i	-1	-10	13	3
45	CC(=O)N(CC(C)C(=O)O)c1c(I)cc(I)c(N)c1I (configuration not stated)	0	14	-15	2	i	-6	-9	-13	0
46	O=C(/C=C/c1ccccc1Cl)NC(=S)Nc1ccccc1C(=O)NC1CCCCC1	1	-4	21	1	i	1	7	5	-5
47	CC(C)NC(=O)COc1coc(CN2CCN(Cc3ccccc3)CC2)cc1=O	-10	6	-3	3	i	0	-1	-1	0
48	COc1ccc(OC)c(NC(=O)C2C3C=CC(C3)C2C(=O)NCc2cccnc2)c1 (configuration not stated)	1	-2	12	1	i	-1	-3	4	-4
49	COCCN1C(=O)C(=O)/C(=C(/O)c2ccc(C)cc2)C1c1ccccn1 (configuration not stated)	5	8	7	2	i	-4	-4	12	-1
50	Cc1ccc(-c2nc(NC(=O)c3nn(C)cc3[N+](=O)[O-])sc2C)cc1	-4	7	11	-17	i	23	-3	14	0
51	CSCCC(NS(=O)(=O)c1cccc(C(F)(F)F)c1)C(=O)N(C)Cc1ccc2c(c1)OCCO2 (configuration not stated)	-6	12	4	1	i	19	0	11	0
52	CC(C)N1CCN(Cc2ccc3nsnc3c2)CC1CCO (configuration not stated)	0	4	-1	-1	i	-3	-9	1	1
53	c1ccc(-n2nc3c(ccc4cnnc43)[nH]2)cc1	-14	31*	-6	1	x	-3	-13	-14	-2
54	CCCNC(=O)N[C@@H](Cc1ccccc1)C(=O)OC	-6	2	1	11	i	-6	-4	5	1
55	CCC(C)[C@H](NC(=O)C1CC(=O)N(c2ccc3c(c2)OCCO3)C1)C(=O)N1CCCCC1 (some centres not stated)	-4	0	5	-2	i	0	3	-2	-2
56	CCOc1cc(NC(=O)c2ccco2)c(OCC)cc1NC(=O)Cc1cccc(OC)c1	-11	-25	-2	-1	i	6	-10	-1	2
57	CN(C)c1ccc(CNC(=O)c2cc(S(=O)(=O)N3CCCC3)cn2C)cc1	-5	-2	-8	5	i	-3	-2	-1	4

# Screening results: PubChem BioAssay, several laboratories
